Screens deposited in PubChem by several laboratories.
SUMO HTRF inh – inhibitors of human SUMOylation (UBC9) | P63279 | HTRF SUMOylation assay, SAE1/SAE2 + UBC9, in vitro | inhibition, % at 35 µM | hit rate 0.36% among 290,000 | AID 2006; in the data active = inhibition above about 50%, passing the limit was not always enough; note: strong numbers were not always called active
Target sequence (P63279 whole entry, looked up): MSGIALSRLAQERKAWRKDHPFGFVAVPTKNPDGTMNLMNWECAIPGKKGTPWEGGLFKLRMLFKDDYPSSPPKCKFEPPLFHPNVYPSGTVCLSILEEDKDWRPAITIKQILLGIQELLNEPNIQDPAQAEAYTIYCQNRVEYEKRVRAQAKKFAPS
IDE act – activators of human insulin-degrading enzyme in cells | HEK cells, FAbeta-B cleavage, fluorescence polarization; 0% vehicle, 100% cell-free pure enzyme wells | hit rate 0.073% among 340,000 | P14735 | activation, % at 5.96 µM;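 active = activation above the mean of all tested compounds plus 3 SD, set per screening campaign, cut at about 17% in these data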
VIM-2 inh – inhibitors of Pseudomonas aeruginosa VIM-2 metallo-beta-lactamase. purified VIM-2, nitrocefin hydrolysis, epi-absorbance fluorescence. AID 1527. inhibition, % at 5.6 µM. hit rate 0.89% among 290,000;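 active = inhibition above the mean of all tested compounds plus 3 SD, cutoff set per screening run, cut at about 7.5% in these data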;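 note: red hydrolysis product quenches plate fluorescence so inhibitors raise well fluorescence; 0% = enzyme with DMSO and 100% = DMSO without enzyme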
HCV NS3 hel inh – blocks Hepatitis C virus NS3 helicase unwinding; inhibition, % at 10.9 µM; NS3 helicase DNA unwinding, Cy5 molecular beacon fluorescence; AID 1800; hit rate 0.56% among 290,000;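 active = inhibition above the mean of all tested compounds plus 3 SD, set per campaign, cut at about 35% in these data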;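 note: 0% = DMSO wells and 100% = thioflavine S control wells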
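Measured by: Cy5 fluorescence, 0 and 60 min reads / Assay system: NS3 helicase fragment of HCV / Control set: low DMSO, high thioflavine S at 110 µM / Times: 1 h reaction at 25 °C, ATP-initiated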
CRFR2-BP antag – antagonists of CRF-binding protein/CRF-R2 receptor complex | HEK293 CRF-R2/CRF-BP, CRF-induced calcium fluorescence | inhibition, % at 11.8 µM | hit rate 0.59% among 350,000 | AID 588475;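 active = inhibition of the ligand-induced calcium signal above about 50% at the single tested concentration, limit read from the data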
IDE cell inh – inhibits human insulin-degrading enzyme in HEK cells; FAbetaB cleavage, fluorescence polarization; inhibition, % at 5.59 µM; hit rate 0.41% among 320,000;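 active = percent inhibition above the average of all tested compounds plus 3 SD, set per screening campaign, cut at about 16% in these data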;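 note: IDE supplied by intact live HEK cells; FP after avidin binding of uncleaved biotin substrate so inhibition keeps polarization high; 0% = DMSO wells and 100% = 60 µM reference IDE inhibitor Ii1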
pCIP destab – p/CIP protein destabilization; AID 1984; hit rate 0.01% among 290,000; decrease of EGFP signal, % at 10 µM; F442A p/CIP-EGFP cells, EGFP fluorescence, 16 h;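 active = EGFP signal decrease of at least 30% at 10 µM or well 3 SD below plate mean, unless failing retest; inactive = the rest, including hits failing retest or dose response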; note: some compounds called inactive have numbers as strong as hits; many of its hits are not listed in these tables
IMP-1 inhibitor – blocks Pseudomonas aeruginosa IMP-1 metallo-beta-lactamase; inhibition, % at 5.6 µM; AID 1556; hit rate 0.45% among 290,000; purified IMP-1, nitrocefin hydrolysis, epi-absorbance fluorescence;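 active = inhibition above the mean plus 3 SD of all compounds in the same screening run, cut at about 4.5% in these data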;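 note: 0% = IMP-1 with DMSO and 100% = DMSO wells lacking enzyme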
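Assay system: purified IMP-1; Quantity: IMP-1 0.2 nM before substrate addition; Medium: HEPES buffer pH 7.1 with ZnSO4 and Brij 35; Incubation: 15 min enzyme–compound preincubation, then 25 min nitrocefin reaction, 25 °C; Signal: fluorescence quenching readout, ex 480/em 530 nm; Controls: DMSO with and without IMP-1; Repeats: singlicate testing.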
GalR3 antag – antagonists of human GalR3. O60755. HEK293 GalR3-CNG cAMP membrane potential fluorescence; galR3 body fused to GalR1 C-terminus. inhibition, % at 3 µM. hit rate 0.44% among 360,000. AID 651719;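 active = inhibition above the screen-wide average plus 3 SD, cut at about 13% in these data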;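 note: forskolin and galanin both at EC90 stimulate the cells; cAMP rise reported by CNG channel membrane potential dye signal; 0% = forskolin plus galanin with DMSO and 100% = forskolin alone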
Target sequence (O60755 1-299 limits assumed): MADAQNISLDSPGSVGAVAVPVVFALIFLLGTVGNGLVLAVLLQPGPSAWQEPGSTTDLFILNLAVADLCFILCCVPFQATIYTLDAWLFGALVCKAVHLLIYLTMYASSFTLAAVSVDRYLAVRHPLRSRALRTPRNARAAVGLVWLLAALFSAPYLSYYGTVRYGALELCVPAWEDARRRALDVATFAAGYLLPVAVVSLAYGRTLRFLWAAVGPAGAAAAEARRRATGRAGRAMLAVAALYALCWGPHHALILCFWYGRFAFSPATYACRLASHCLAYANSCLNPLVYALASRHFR
The depositor's hits bear a star; · = no result given.

SMILES	SUMO HTRF inh	IDE act	VIM-2 inh	HCV NS3 hel inh	CRFR2-BP antag	IDE cell inh	pCIP destab	IMP-1 inhibitor	GalR3 antag
CCCCCCCCN1[C@@H](CC(=O)OCC)c2cc(C(F)(F)F)ccc2S1(=O)=O	·	-2	·	·	-7	0	·	·	-6
Cn1cccc1/C=N\NC(=O)c1cncc(Br)c1	9	·	-3.0	3	-6	2	-8	-3.9	-1
NC(=NCCc1ccc(Cl)cc1)NS(=O)(=O)c1ccccc1	·	-3	-1.8	-1	-2	1	-8	-1.9	-7
COc1ccc(NC(=O)CN2CCC(C)CC2)c([N+](=O)[O-])c1	-14	3	-0.8	7	-2	1	0	-2.6	-6
CC(OC(=O)C1=Cc2ccccc2OC1)C(=O)NC(C)(C)C (stereo not drawn)	13	1	-8.1	6	4	1	-9	-3.3	-6
O=[N+]([O-])c1cc(CS(=O)(=O)Oc2ccc(Cl)cc2)c(O)c([N+](=O)[O-])c1	·	-4	·	·	16	1	·	·	-6
Fc1ccccc1N1CCN(Cc2cnc(Cl)s2)CC1	6	-6	-2.8	-3	-9	3	3	-4.3	-7
C=C(C)COc1ccc(-c2[nH]ncc2-c2ccc(Br)cc2)c(O)c1	-24	1	-3.1	-9	18	6	16	-3.4	2
Cc1nn(C)cc1S(=O)(=O)Nc1ccc(C(F)(F)F)cc1	14	4	-4.0	-4	-1	9	-6	-3.8	-4
COc1ccc(C)cc1NC(=S)NC(C)c1ccc(OC)c(OC)c1 (stereo not drawn)	4	1	-2.2	-10	14	7	5	-0.9	-1
COC(=O)[C@@]1(Cc2ccc(F)cc2)[C@@H]2[C@@H](CC(=O)[C@H]2CC(=O)C(=O)N(C)C)CN1C(=O)c1ccccc1	10	-2	1.2	26	6	6	-5	1.7	·
Cc1cccc(NC2=CC(=O)OC(C)C2)c1 (stereo not drawn)	1	5	-3.3	3	19	2	3	-1.5	-2
Cc1ccc2nc3c(cc(S(=O)(=O)c4ccccc4)c(=N)n3Cc3ccco3)c(=O)n2c1	80*	1	-1.0	22	-18	2	7	-1.9	4
CCCCN(C(=O)CN(C)CC(=O)Nc1cccc(OC)c1)c1c(N)n(CCCC)c(=O)[nH]c1=O	·	2	·	·	6	-4	·	·	-3
COCCN(C(=O)COC(=O)/C=C/c1cccs1)c1c(N)n(Cc2ccccc2)c(=O)[nH]c1=O	·	2	·	·	5	3	·	·	0
Cc1ccc(S(=O)(=O)CC(=O)N2CCN(c3cccc(C(F)(F)F)c3)CC2)cc1	-12	-1	-1.9	-4	-14	-2	8	-1.8	-3
Cc1ccc(NC(=O)c2cccc(F)c2)cc1S(=O)(=O)N1CCCCCC1	8	4	-1.4	-17	-27	4	9	-3.1	-2
Cc1nn(CC(=O)NNC(=O)c2cccc(Br)c2)c(C)c1[N+](=O)[O-]	13	4	-2.1	-23	-7	-1	-11	-3.2	-2
Cc1cc(C(=O)OCC(=O)NCc2ccco2)c(C)n1-c1ccccc1	16	5	-0.9	13	23	1	2	-1.7	3
COc1ccc(OC)c(C(O)c2coc3ccc(O)c(CN4CCOCC4)c23)c1 (stereo not drawn)	6	-1	0.3	5	19	-6	-1	-3.0	·
CC(C)NCC(=O)Nc1c2c(nc3ccccc13)CCC2	3	2	-5.7	8	3	-3	-10	-3.3	-3
C=CCC[C@@H](Cc1ccc(F)cc1)C(=O)OC[C@@H](Cc1c[nH]c2ccccc12)NC(=O)[C@H](CC=C)CC(=O)N(CCO)Cc1ccccc1	·	10	·	·	8	4	·	·	-10
O=C(Nc1ccccc1N1CCOCC1)C1CCCO1 (stereo not drawn)	·	-2	·	·	-9	2	·	·	2
COC(=O)[C@@H](c1ccccc1)N(C)S(=O)(=O)c1cccc(S(=O)(=O)N(C)[C@@H](C(=O)OC)c2ccccc2)c1	-4	7	-3.7	-24	-7	-3	-13	-5.3	-5
Nc1nc2nc(-c3ccccc3)cc(C(F)(F)F)c2s1	-7	4	-0.2	-4	-5	-1	2	-3.9	-12
O=C(NCCN1C(=O)C2C3C=CC(C3)C2C1=O)N1CCCCC1 (stereo not drawn)	-6	4	0.9	14	-3	1	16	-0.7	6
CN(C)S(=O)(=O)N1CCN(S(=O)(=O)N(C)C)CC1	-2	-2	-0.9	3	-12	6	-12	-1.4	2
O=C(Nc1ccc(S(=O)(=O)NCc2ccccc2)cc1)C1CCCCC1	0	4	-3.8	-4	-4	2	-8	-1.6	0
CCOc1ccc(S(=O)(=O)Nc2cccc(OC)c2)cc1	19	3	-6.9	-5	6	8	-21	-0.8	-8
CCOC(=O)N1CCC(=NNC(=O)COc2ccc(C#N)cc2)CC1	11	1	-3.4	3	4	6	-2	-1.5	-6

Full records, looked up by structure.
O=C(NCCN1C(=O)C2C3C=CC(C3)C2C1=O)N1CCCCC1 (stereo not drawn) reads SUMO HTRF inh: -6; IDE act: 4; VIM-2 inh: 0.9; HCV NS3 hel inh: 14; CRFR2-BP antag: -3; IDE cell inh: 1; pCIP destab: 16; IMP-1 inhibitor: -0.7; GalR3 antag: 6
CC(C)NCC(=O)Nc1c2c(nc3ccccc13)CCC2 reads SUMO HTRF inh: 3; IDE act: 2; VIM-2 inh: -5.7; HCV NS3 hel inh: 8; CRFR2-BP antag: 3; IDE cell inh: -3; pCIP destab: -10; IMP-1 inhibitor: -3.3; GalR3 antag: -3

Continuation.
SMILES	SUMO HTRF inh	IDE act	VIM-2 inh	HCV NS3 hel inh	CRFR2-BP antag	IDE cell inh	pCIP destab	IMP-1 inhibitor	GalR3 antag
CCn1c(C(C)NC(=O)c2cccs2)n[nH]c1=S (stereo not drawn)	14	2	-1.3	5	-11	-9	-3	-4.3	2
COc1ccccc1N1CC(C(=O)Nc2nnc(SCC(=O)NC(C)C)s2)CC1=O (stereo not drawn)	11	1	-1.9	10	2	-3	6	-1.4	-2
CCCn1c(N)c(N(CCOC)C(=O)c2ccc(-c3ccccc3)cc2)c(=O)[nH]c1=O	·	4	·	·	-8	3	·	·	0
Cc1noc(C)c1S(=O)(=O)N(CC(=O)NCc1ccc(F)cc1)c1ccc(C(C)C)cc1	-11	-1	-2.0	1	-24	10	18	-3.5	5
COc1ccc(C(=O)Nc2ccc(S(=O)(=O)N3CCN(C)CC3)cc2)cc1[N+](=O)[O-]	21	-1	1.8	-18	-3	4	-8	-4.0	-11
Cc1nn(-c2ccccc2)c(C)c1N	-12	6	-2.5	-7	-1	-2	9	-1.9	-6
COc1ccccc1CNC(=O)C1CCCN(S(=O)(=O)c2cnc[nH]2)C1 (stereo not drawn)	-2	3	-1.1	3	5	1	3	-3.3	0
Cc1noc(/C=C/N(C)C)c1S(=O)(=O)N(C)Cc1ccc(F)cc1	15	2	-1.5	7	1	1	3	-1.7	-8
CC1(C)CC(NS(=O)(=O)c2ccccc2)CC(C)(C)N1	6	3	-2.2	4	4	4	2	-3.6	-2
COC(=O)c1scc(S(C)(=O)=O)c1-n1cccc1	7	·	-0.5	-10	-11	0	-9	-0.8	-1
CN(C)S(=O)(=O)c1cccc(NC(=O)COC(=O)CNC(=O)c2ccccc2F)c1	8	-3	-1.6	-9	16	-6	3	-0.3	-6
CC12CC3CC(C)(C1)CC(C(=O)NC1=NCCS1)(C3)C2	7	5	-1.3	5	-13	-1	-10	0.0	-2
CCOC(=O)c1c(NC(=O)CSc2nc3ccccc3[nH]2)sc2c1CC(C)(C)NC2(C)C	·	-1	·	·	-12	-2	·	·	-5
CC1=CC(C)C(C(=O)O)C(C(=O)O)C1 (stereo not drawn)	18	9	5.5	2	11	3	-15	0.4	-7
CC1=Nc2ccccc2/C1=C/c1c(N)n2c(S(=O)(=O)CC(C)C)nsc2nc1=O	-6	1	-5.0	36*	61*	·	3	-2.9	-5

Look-ups from above:
Under HCV NS3 hel inh, CC1=CC(C)C(C(=O)O)C(C(=O)O)C1 (stereo not drawn) is listed with 2
Under IDE act, CC1(C)CC(NS(=O)(=O)c2ccccc2)CC(C)(C)N1 is listed with 3
Under HCV NS3 hel inh, COc1ccc(C(=O)Nc2ccc(S(=O)(=O)N3CCN(C)CC3)cc2)cc1[N+](=O)[O-] is listed with -18
Under IDE cell inh, Cc1noc(/C=C/N(C)C)c1S(=O)(=O)N(C)Cc1ccc(F)cc1 is listed with 1
Under CRFR2-BP antag, Cc1noc(C)c1S(=O)(=O)N(CC(=O)NCc1ccc(F)cc1)c1ccc(C(C)C)cc1 is listed with -24

Next records follow.
SMILES	SUMO HTRF inh	IDE act	VIM-2 inh	HCV NS3 hel inh	CRFR2-BP antag	IDE cell inh	pCIP destab	IMP-1 inhibitor	GalR3 antag
CCOC(=O)C1=C(C)N2C(=C(C#N)[C@@H]1c1ccc(C(=O)OC)cc1)SC[C@@]2(O)C(C)(C)C	-6	1	-4.6	7	7	4	-5	-4.2	5
COc1cc2c(cc1OC)C(C)N(C(=O)c1nccnc1C(=O)O)CC2 (stereo not drawn)	11	7	20*	-3	7	0	-5	-1.7	1
COC(=O)C1C2C=CC3(CN(C4CCCC4)C(=O)C13)O2 (stereo not drawn)	15	3	-1.6	0	-7	-3	1	-2.2	-3
Cn1c(NCc2ccc(Cl)cc2)nc2ccccc21	0	3	-2.5	-2	-19	0	2	-3.9	-5
COc1ccc(/C=C/c2c([N+](=O)[O-])c(=O)n(C)c(=O)n2C)c(OC)c1OC	-8	4	-0.2	17	9	-4	1	-2.7	-3
C=CCN1C(=O)N(c2ccccc2)C(=O)C1CC(=O)Nc1ccc(OC)cc1 (stereo not drawn)	12	8	-0.7	-6	-10	-3	3	0.7	-10
Cc1ccccc1NC(=O)CN1C(=O)S/C(=C\c2ccc(-c3cc(C(=O)O)ccc3C)o2)C1=O	·	8	-2.6	9	-11	·	3	-2.8	-2
CC(C)CCN(C)C1CCN(S(=O)(=O)c2ccc(F)cc2)CC1	11	2	-3.2	8	5	5	-17	-3.9	2

CRFR2-BP antag, hit marks shown above.
SMILES	SUMO HTRF inh	IDE act	VIM-2 inh	HCV NS3 hel inh	CRFR2-BP antag	IDE cell inh	pCIP destab	IMP-1 inhibitor	GalR3 antag
CC1=Nc2ccccc2/C1=C/c1c(N)n2c(S(=O)(=O)CC(C)C)nsc2nc1=O	-6	1	-5.0	36*	61*	·	3	-2.9	-5

Five compounds from above, reduced to pCIP destab:
SMILES,pCIP destab
COc1ccc(/C=C/c2c([N+](=O)[O-])c(=O)n(C)c(=O)n2C)c(OC)c1OC,1
Cc1ccccc1NC(=O)CN1C(=O)S/C(=C\c2ccc(-c3cc(C(=O)O)ccc3C)o2)C1=O,3
CC(C)CCN(C)C1CCN(S(=O)(=O)c2ccc(F)cc2)CC1,-17
CCOC(=O)C1=C(C)N2C(=C(C#N)[C@@H]1c1ccc(C(=O)OC)cc1)SC[C@@]2(O)C(C)(C)C,-5
COc1cc2c(cc1OC)C(C)N(C(=O)c1nccnc1C(=O)O)CC2 (stereo not drawn),-5
